High-throughput results from PubChem BioAssay.
BoNT-F LC inh: inhibitors of Botulinum neurotoxin F light chain protease | Multiplex microsphere protease cleavage assay, flow cytometry | inhibition, % at 10 µM | 360,000 tested, 0.22% active; in the data active means inhibition above about 35%, passing the limit was not always enough; inconclusive means no clear call, values can overlap the other calls; further: plate controls were buffer without enzyme for full effect and enzyme alone for no effect
GDH-TPI counter: counter-screen for M. tuberculosis FBA inhibitors: GDH-TPI coupled enzymes | GDH-TPI coupled enzyme counterscreen, NADH absorbance | 360,000 tested, 1.2% active | AID 588335 | inhibition, % at 4.8 µM; in the data active means inhibition above about 30%;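 further: 0% = DMSO wells and 100% = wells lacking the enzyme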
Mtb BioA inh: blocks M. tuberculosis BioA enzyme activity. purified M. tuberculosis BioA enzyme, plate reader. inhibition, % at 9.99 µM. 360,000 tested, 0.096% active. AID 602481; in the data active means inhibition above about 40%; inconclusive means no clear call, values can overlap the other calls
Mtb UGM inh: blocks M. tuberculosis UGM enzyme. AID 504406. 320,000 tested, 0.06% active. inhibition, % at 10 µM. P9WIQ1. purified UGM, fluorescence polarization probe displacement; in the data active means inhibition above about 10%, passing the limit was not always enough; inconclusive means no clear call, values can overlap the other calls
Target sequence (P9WIQ1 whole entry, looked up): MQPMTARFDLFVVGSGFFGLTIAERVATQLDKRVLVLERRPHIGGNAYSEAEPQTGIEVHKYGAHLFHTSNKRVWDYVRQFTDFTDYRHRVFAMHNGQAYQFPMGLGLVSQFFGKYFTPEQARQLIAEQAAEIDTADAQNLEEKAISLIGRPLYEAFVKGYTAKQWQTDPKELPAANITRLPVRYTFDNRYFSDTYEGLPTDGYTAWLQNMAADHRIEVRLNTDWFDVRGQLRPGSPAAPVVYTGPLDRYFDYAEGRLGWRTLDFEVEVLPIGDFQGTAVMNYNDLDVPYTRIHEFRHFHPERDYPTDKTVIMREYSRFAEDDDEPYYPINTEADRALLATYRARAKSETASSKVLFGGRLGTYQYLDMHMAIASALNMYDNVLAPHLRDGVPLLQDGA
PrPC surface inh: inhibitors of human cell surface prion protein PrPC; TR-FRET read-out; P04156; inhibition, % at 13.8 µM; AID 720596; 370,000 tested, 0.43% active; in the data active means inhibition above about 24%; further: 0% = median of the test wells and 100% = reference compound wells
MazEF act: MazEF (E. coli) toxin RNase activation; AID 504720; activation, % at 20 µM; FAM/BHQ RNA-DNA oligo cleavage fluorescence, 5 h; 350,000 tested, 0.32% active; in the data active means activation above about 50%
Target sequence (P0AE70 whole entry, looked up): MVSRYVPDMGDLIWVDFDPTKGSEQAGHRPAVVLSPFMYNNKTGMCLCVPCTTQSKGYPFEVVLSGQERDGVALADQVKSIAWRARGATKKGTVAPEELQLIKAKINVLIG
Rv3671c protease: inhibits the M. tuberculosis serine protease Rv3671c; P9WHR9; inhibition, % at 5.96 µM; 320,000 tested, 0.048% active; in the data active means inhibition above about 38%;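 further: extracellular domain of Rv3671c used as enzyme; 0% = enzyme with DMSO and 100% = no enzyme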
FBA Mtb inh: inhibits M. tuberculosis FBA enzyme. purified M. tuberculosis FBA, fluorescence read-out. 360,000 tested, 2.3% active. P9WQA3. AID 588726. inhibition, % at 1 µM; in the data active means inhibition above about 27%;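 further: 0% = vehicle and 100% = reference inhibitor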
Target sequence (P9WQA3 whole entry, looked up): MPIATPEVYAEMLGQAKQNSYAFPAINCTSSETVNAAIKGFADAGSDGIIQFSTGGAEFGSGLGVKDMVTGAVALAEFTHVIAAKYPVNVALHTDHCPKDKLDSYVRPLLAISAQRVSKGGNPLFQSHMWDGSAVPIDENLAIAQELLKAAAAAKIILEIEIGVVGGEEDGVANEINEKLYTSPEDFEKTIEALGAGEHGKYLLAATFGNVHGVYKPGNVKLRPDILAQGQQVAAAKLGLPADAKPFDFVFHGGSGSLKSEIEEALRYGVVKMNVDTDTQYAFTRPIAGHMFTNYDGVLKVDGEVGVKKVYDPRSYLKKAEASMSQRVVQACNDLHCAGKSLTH
FadD28 FP inh: M. tuberculosis FadD28 bisubstrate binding inhibition; FadD28 bisubstrate probe binding, fluorescence polarization; 360,000 tested, 0.22% active; AID 588549; inhibition, % at 12.5 µM; in the data active means inhibition above about 8.5%, passing the limit was not always enough; inconclusive means no clear call, values can overlap the other calls
* marks the source's active call; other numbers are inactive results; u = inconclusive; x = not tested or not shown; & = joins results of further samples.

Results follow in this order: BoNT-F LC inh	GDH-TPI counter	Mtb BioA inh	Mtb UGM inh	PrPC surface inh	MazEF act	Rv3671c protease	FBA Mtb inh	FadD28 FP inh
> COc1cc(SC)ccc1C(=O)OC1CCOC1=O (stereo not given)
→ 1	-6	0.2	-1.2	7	1	2	2	-2.8
> CN(C)c1ccc(-c2nnc(-c3ccccc3F)o2)cc1
→ u	33*	-1.8	3.3	1	0	4	22	-1.9
> CCOC(=O)c1ccc(NC(=O)c2ccc(CO)c(C(=O)NC3CCN(C(=O)OCC)CC3)c2)cc1
→ 2	16	-4.0	-0.7	-3	-16	-8	0	-0.7
> COc1nc(C)nc(C)c1Oc1ccc(Cl)cc1Cl
→ -3	15	-0.2	0.7	-3	1	-2	3	0.3
> O=[N+]([O-])c1cccc(N=Nc2ccc(O)cc2O)c1
→ -2	8	4.3	x	0	8	x	-20	x
> O=C(CCCN1C(=O)/C(=C/c2ccccc2OC(F)F)SC1=S)Nc1cccnc1
→ -1	15	4.8	3.6	9	-16	-4	-2	-1.8
> Nc1nonc1C(=O)N/N=C/c1cc(Br)ccc1O
→ x	x	x	0.6	4	-87	12	x	x
> O=C(Nc1nnc(SCc2ccc(Cl)cc2)s1)c1ccco1
→ -24	32*	1.0	0.4	-3	-1	-3	-2	-3.5
> COc1ccccc1NC(=O)Cn1c(O)c(N=NC(=O)c2ccccc2O)c2ccccc21
→ -6	3	1.5	0.6	-1	5	-47	-4	-2.4
> CCc1ccc(OC(=O)c2ccn(CC)n2)cc1
→ 2	3	-0.5	-0.1	-10	-12	10	-2	-0.4
> CN(C(=O)COC(=O)/C=C/c1ccccc1[N+](=O)[O-])c1ccccc1
→ -1	10	x	2.5	2	3	9	5	-1.6
> COc1ccc(S(=O)(=O)N2CCCN(Cc3cccc(F)c3)CC2)cc1
→ -7	7	1.2	-1.8	2	-16	-2	-1	-2.2
> CCCNC(=O)C1(C)CCN(C(=O)COc2ccc(Cl)cc2Cl)C1 (stereo not given)
→ -8	1	0.2	x	-1	x	x	0	0.0
> Nc1nc(SCC(=O)NN(c2ccccc2)c2ccccc2)n[nH]1
→ -4	4	x	2.9	-3	0	-2	1	0.8
> CCc1ccc(C(=O)COC(=O)c2ccccc2OC)cc1
→ 2	-4	-0.2	-0.3	-4	-1	-7	-2	-0.5
> COc1cc([N+](=O)[O-])ccc1NC(=O)Cc1ccc(F)cc1
→ -10	17	x	0.8	-12	3	-14	1	-1.3
> Cc1ccc(Sc2cnn(-c3ccccc3)c(=O)c2Cl)cc1
→ -4	15	1.1	-1.4	15	1	2	2	-0.1
> Cc1cccc(N(CC(=O)NC(C)(C)C)C(=O)CS(=O)CC(=O)Nc2ccc3c(c2)OCO3)c1 (stereo not given)
→ 0	-12	x	-0.8	2	6	-3	-2	-5.1
> CCCc1cc(=O)oc2cc(C)cc(OCc3nn[nH]n3)c12
→ 6	9	1.5	-1.3	7	3	4	128*	-1.3
> O=C(N/N=C/c1c(O)n(CCC2=CCCCC2)c(=S)[nH]c1=O)c1ccccc1
→ -10	21	x	4.4	2	8	7	4	0.0
> O=C(Nc1ccc(N=Nc2ccccc2)cc1)c1ccc(Cl)cc1Cl
→ -8	4	-0.2	-4.3	-8	16	-1	0	0.0
> CCN(CC(=O)Nc1ccc(Br)cc1)C(=O)Cc1cccc(F)c1
→ -1	3	-1.5	-2.3	7	-7	-4	3	-3.0
> O=C(COC(=O)c1ccc(F)cc1)NC1CC1
→ -3	-9	1.0	-1.0	2	9	8	-1	-1.3
> C[C@H]1CN([C@@H](C)CO)S(=O)(=O)c2ccc(C#CC3CC3)cc2O[C@@H]1CN(C)S(C)(=O)=O
→ -4	-4	1.7&0.0&-1.9	x	-3	7	x	-2	-3.6
> COCCSc1nnc(NC(=O)CCS(=O)(=O)Cc2ccccc2)s1
→ 4	-6	-0.7	5.3	2	-4	-6	-2	-1.7
> Cc1ccccc1OCC(=O)Nc1ccccc1N1CCC(C)CC1
→ 3	-2	x	-1.8	5	-10	-4	3	-0.6
> COc1cc(NC(=O)Cc2ccccc2)cc(OC)c1
→ u	-9	-0.3	-2.9	1	5	2	3	-5.9
> Cc1nn(C)c(C)c1/C=C/C(=O)c1ccccc1
→ -8	24	x	-1.1	10	0	-1	-1	-0.7
> CCN(CC)S(=O)(=O)c1ccc2c(c1)N(CC(=O)Nc1ccc(NC(C)=O)cc1)C(=O)CO2
→ 2	12	-2.4	0.7	6	2	0	3	0.5
> COC(=O)Cn1cnc2c(nnn2-c2cccc(OC)c2)c1=O
→ -5	4	-1.0	1.3	-4	-47	9	1	x

Just MazEF act, BoNT-F LC inh and Mtb UGM inh (three entries from above):
molecule	MazEF act	BoNT-F LC inh	Mtb UGM inh
C[C@H]1CN([C@@H](C)CO)S(=O)(=O)c2ccc(C#CC3CC3)cc2O[C@@H]1CN(C)S(C)(=O)=O	7	-4	x
CCN(CC(=O)Nc1ccc(Br)cc1)C(=O)Cc1cccc(F)c1	-7	-1	-2.3
CCCc1cc(=O)oc2cc(C)cc(OCc3nn[nH]n3)c12	3	6	-1.3

(further entries)
Results follow in this order: BoNT-F LC inh	GDH-TPI counter	Mtb BioA inh	Mtb UGM inh	PrPC surface inh	MazEF act	Rv3671c protease	FBA Mtb inh	FadD28 FP inh
> COc1ccc(-n2c(SCC(=O)Nc3ccc(NC(C)=O)cc3)nc3c([nH]c4ccccc43)c2=O)cc1OC
→ -5	12	2.4	-3.0	-11	-3	-13	-3	-0.2
> CCC1CCCCN1CCCNC(=O)C(C)n1nc(C)c2sc3ccccc3c2c1=O (stereo not given)
→ 1	10	-1.7	1.8	1	12	-1	9	0.7
> CCCCN(C(=O)CCn1c(=O)oc2ccccc21)c1ccccc1
→ -4	1	3.1	0.9	13	8	-6	2	-2.8
> O=[N+]([O-])c1cc(Cl)c(O)c(-[n+]2c(-c3ccccc3)cc(-c3ccccc3)cc2-c2ccccc2)c1
→ -78	15	-1.0	-2.9	-3	6	2	0	-0.3
> O=C1C2CC=C(Cl)CC2C(=O)N1CN(Cc1ccco1)CN1C(=O)C2CC=C(Cl)CC2C1=O (stereo not given)
→ 3	5	-2.2	1.5	0	-6	6	0	-1.2
> Nc1nc(NCC2CCCO2)nc(Nc2cccc(F)c2)c1[N+](=O)[O-] (stereo not given)
→ -3	14	x	0.1	-3	5	1	-2	-2.7
> O=C(CCN1C(=O)c2ccccc2S1(=O)=O)Nc1ccc(Cl)cc1
→ -5	-4	-0.9	-1.1	2	9	x	2	-1.2
> CCOC(=O)c1cnc(-c2ccccc2)nc1N1CCOCC1
→ -3	-3	x	2.7	-10	-2	-1	0	0.2
> Cc1ccc(CN(Cc2ccccc2)C(=S)NCC(=O)NCc2cccnc2)o1
→ 0	1	0.2	-0.7	7	-13	8	-4	-6.2
> CCCC(=O)Nc1cc(C(=O)N(C)CC(OC)OC)ccc1S(=O)(=O)c1ccc(C)cc1
→ -10	3	-0.2	-0.9	-2	-1	-9	1	-1.7
> CCCC(=O)Nc1ccc(C(=O)Nc2ccc([N+](=O)[O-])cc2OC)cc1
→ -10	9	x	2.8	-13	4	-4	-1	-0.6
> O=C1C2C(C(=O)N1/N=C/c1cccc([N+](=O)[O-])c1)C1C=CC2C12CC2 (stereo not given)
→ 3	1	x	-0.7	-1	9	9	1	1.2
> CC(=O)c1ccc(NC2=NCCCS2)cc1
→ 3	24	3.4	5.2	0	9	-2	-2	-1.6
> O=S(=O)(Nc1ncnc2sccc12)c1cccc(F)c1
→ 2	12	1.3	-0.8	-1	-11	3	1	1.0
> Nc1nonc1-n1nnc(C(=O)N/N=C/c2ccccc2Cl)c1COc1ccc(F)cc1
→ u	6	x	-2.8	3	-27	-21	-2	-0.8
> NS(=O)(=O)c1ccc(-n2nncc2-c2ccco2)cc1
→ 7	-2	13	2.1	-2	5	2	9	0.6
> CCCCC(=O)O[C@H]1CC[C@H]2[C@@H]3CCc4cc(O)ccc4[C@H]3CC[C@]12C
→ -2	5	-0.5	0.0	-1	3	-7	-4	-3.0
> Cc1nn(Cc2ccccc2)c(C)c1C(=O)N1CCN(S(=O)(=O)/C=C/c2ccccc2)CC1
→ 10	0	-0.6	-3.1	-2	6	8	0	-1.5
> O=C(Nc1ccccc1C(=O)N1CCOCC1)c1ccc(Cl)cc1
→ -1	10	x	-1.0	-2	8	4	2	-2.9
> CCCCn1c(O)c(C(CC)=Nc2ccc3c(c2)CCC3)c(=O)[nH]c1=O
→ 9	-8	-1.3	-3.5	0	-7	-3	3	-3.3
> Cc1cc(C)nc(NS(=O)(=O)c2ccc(N=NN(C)C)cc2)n1
→ 4	24	-1.9	-1.1	-2	4	-9	0	1.8
> O=C(NCc1ccc(F)cc1)C1Cc2ccccc2CN1C(=O)c1ccco1 (stereo not given)
→ 2	-2	1.1	3.5	2	1	6	-2	-0.6
> C=C(C)c1cccc(C(C)(C)NC(=O)NC2CCCC2)c1
→ -6	1	-0.5	2.1	5	-4	-6	-2	-2.6
> CC1=C(C(=O)N(C(C)C)C(C)C)CC(CC(=O)NC2CC2)C(=O)N1Cc1ccccc1 (stereo not given)
→ -4	x	-0.6	x	-3	x	x	1	-3.7
> Cc1ccccc1OCCn1c(=O)sc2ccccc21
→ -30	-1	-0.9	2.4	3	0	-1	0	-3.1
> COc1ccc(C(=O)OCC(=O)N2CCc3ccccc3C2)cc1OC
→ 4	3	3.1	-0.2	-3	5	-1	-1	-1.1
> O=C(COC(=O)c1cnccn1)NCCc1ccccc1
→ 1	6	-0.1	1.5	0	-3	0	1	0.5
> COC(=O)c1cc(S(=O)(=O)N2CCC(c3ccccc3)C2)c[nH]1 (stereo not given)
→ -3	6	3.5	-1.2	2	5	4	-1	0.7
> CC(C)C[C@H](NC(=O)CCn1nnc2ccccc2c1=O)C(=O)O
→ -8	1	x	0.8	-1	-4	1	-2	-2.6
> CNc1nc(NN)nc(Nc2ccccc2)n1
→ -13	0	-0.4	0.9	-5	11	-3	2	-2.7
> Cc1nc2c(nnn2Cc2c(Cl)cccc2Cl)c(=O)[nH]1
→ x	3	-1.8	2.8	11	6	6	0	-1.6
> CC1CN(Cc2ccccc2)C(=S)N(c2ccccc2)C1=O (stereo not given)
→ -2	12	5.3	x	0	9	x	2	-2.5
> CCOc1ccc(NC(=O)CSc2nnc(Cc3cccn3C)n2-c2ccc(F)cc2)cc1
→ -4	-1	-1.4	-0.1	7	12	2	1	1.4
> O=S(=O)(NC1CCCCCCC1)c1ccc(F)cc1
→ -4	8	1.1	4.5	-4	-6	1	3	-4.1
> O=C(N/N=C\c1ccccn1)C1COc2cc3ccccc3cc2O1 (stereo not given)
→ -177	-7	-0.3	-0.8	-3	7	-2	-4	-7.0
> CCOc1ccccc1Oc1coc2cc(OCC(=O)O)ccc2c1=O
→ -1	-5	1.2	2.9	1	5	-1	-2	-0.3
> COc1ccc(CNC(=O)COC(=O)CC(NC(N)=O)c2ccc(Cl)cc2)cc1OC (stereo not given)
→ 2	11	-1.7	x	-3	6	0	-2	-3.1
> Nc1ccc2oc(C3CCCCC3)nc2c1
→ -3	-11	x	-2.6	-8	-12	6	3	-3.5
> CC1CN(c2ncnc3c2oc2ccccc23)CC(C)O1 (stereo not given)
→ x	6	-2.3	0.7	0	3	3	-4	-0.6
> CCOc1ccccc1NC(=O)CN1CCc2ccccc2C1
→ 11	6	-0.4	2.9	8	-2	0	1	0.2
> CCN(CC)CCNc1ccc(Cl)cc1[N+](=O)[O-]
→ 5	5	-0.4	2.3	-29	-3	-2	-5	-0.6
> COc1ccc(N=C2SC(C(=O)Nc3ccc(C(=O)O)cc3)CC(=O)N2Cc2cccs2)cc1 (stereo not given)
→ -7	-1	-7.5	-1.9	-1	-2	-14	0	-8.7
> CC(NC(=O)Cn1cc(C(F)(F)F)cc(Cl)c1=O)c1ccccc1 (stereo not given)
→ 11	-3	x	2.6	2	1	-2	-2	-1.2
> C/C(NCCc1ccccc1)=C1/CCOC1=O
→ 8	7	0.2	x	4	7	x	2	-1.9
> S=C(Nc1cccc2ccccc12)NN1CCOCC1
→ 8	2	-1.5	0.3	1	-2	3	7	-1.6
> CCCCSCCCNC(=S)Nc1ccccc1C
→ -3	11	2.8	1.5	1	-2	4	-1	-0.7
